# TrxR1 inh: inhibitors of rat thioredoxin reductase 1; O89049; recombinant rTrxR1, NADPH fluorescence consumption, selenite substrate; Potency, µM (highest dose often 114 µM), for inactives: at the top dose activity change, negative = inhibition, actives largely listed as inhibitors; actives 1% (n = 390,000); AID 588453; note: potency is the fitted concentration of half-maximal effect; % is set by controls: 0 for no effect and ±100 for the full control effect; nearly all actives have a fitted effect of over 65% in size
# Target sequence (O89049 whole entry, looked up): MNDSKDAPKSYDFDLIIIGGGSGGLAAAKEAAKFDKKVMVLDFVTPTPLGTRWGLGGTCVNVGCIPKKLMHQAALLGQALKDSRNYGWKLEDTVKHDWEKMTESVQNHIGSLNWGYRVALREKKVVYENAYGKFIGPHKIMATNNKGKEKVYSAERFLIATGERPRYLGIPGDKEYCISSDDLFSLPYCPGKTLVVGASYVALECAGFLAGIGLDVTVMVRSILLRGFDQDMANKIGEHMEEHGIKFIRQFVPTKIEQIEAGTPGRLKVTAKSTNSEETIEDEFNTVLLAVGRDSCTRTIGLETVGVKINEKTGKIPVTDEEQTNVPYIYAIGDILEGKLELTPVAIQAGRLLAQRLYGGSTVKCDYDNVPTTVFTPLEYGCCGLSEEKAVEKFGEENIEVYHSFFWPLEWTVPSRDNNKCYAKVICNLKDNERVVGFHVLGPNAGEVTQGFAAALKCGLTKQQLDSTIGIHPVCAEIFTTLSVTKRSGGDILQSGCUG
#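 Rat TrxR1 (90 nM in the dispensed reagent) was pre-reduced with 400 uM NADPH for 5 min at room temperature, then incubated with compound for 15 min. After 400 uM selenite was added, NADPH fluorescence (Ex 340/Em 450 nm) was followed for 8 min.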
# TrxR1 substrate: substrates of rat thioredoxin reductase 1; actives 0.01% (n = 390,000); AID 588456; Potency, µM (doses to about 114 µM), for inactives: at the highest dose activity change, negative = substrate turnover; O89049; purified TrxR1 substrate turnover, NADPH consumption readout; note: potency is the fitted concentration of half-maximal effect; % is set by controls: 0 for no effect and ±100 for the full control effect; nearly all actives have a fitted effect of over 50% in size
#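 Rat TrxR1, dispensed at 90 nM, was prereduced with 400 uM NADPH (final) for 5 min at ~22 deg C, then incubated with compound 15 min before 400 uM selenite. A first-read NADPH fluorescence drop versus no-compound background flagged substrates.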
# TRHR agonist: agonists of human TRH receptor | P34981 | TRHR cells, calcium flux fluo-8, FDSS agonist mode | activation, % at 2 µM | actives 0.18% (n = 360,000); in the data active = activation above about 30%; note: 0% is about no effect
# Target sequence (P34981 whole entry, looked up): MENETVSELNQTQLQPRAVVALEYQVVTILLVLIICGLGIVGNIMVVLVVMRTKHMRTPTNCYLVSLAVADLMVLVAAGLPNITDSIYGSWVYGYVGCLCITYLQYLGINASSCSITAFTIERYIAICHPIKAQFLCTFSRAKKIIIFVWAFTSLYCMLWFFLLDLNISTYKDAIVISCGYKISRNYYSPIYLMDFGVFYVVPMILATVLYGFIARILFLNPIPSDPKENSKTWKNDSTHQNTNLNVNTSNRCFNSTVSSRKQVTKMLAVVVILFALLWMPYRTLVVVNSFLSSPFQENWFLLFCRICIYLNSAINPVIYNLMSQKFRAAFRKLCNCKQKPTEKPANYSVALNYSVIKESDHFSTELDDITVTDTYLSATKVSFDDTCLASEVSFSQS
#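 Fluo-8-loaded TRHR cells; 10 s baseline, compound added, kinetic Ca2+ fluorescence read 1/s, agonist mode.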
# TRHR PAM: allosteric enhancers of human TRH receptor | P34981 | TRHR cells, fluo-8 calcium fluorescence, EC20 TRH enhancement | enhancement, % at 2 µM | actives 0.66% (n = 360,000) | AID 493056; in the data active = enhancement above about 30%; note: 0% is about no effect
#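 TRHR-expressing cells loaded with fluo-8 calcium dye were read kinetically (ex 480/em 530) during compound addition, then stimulated with an EC20 of TRH (10 nM final). Enhancement of the Gq-mediated intracellular calcium response was scored.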
# D2 ag: activates the human D2 dopamine receptor; P14416; HEK293 T-REx D2 cells, calcium flux agonist mode; activation, % at 2 µM; actives 0.53% (n = 340,000); AID 485358;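 active = activation over 3 SD above normal in the single-dose calcium agonist read, cut at about 30% in these data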; note: 0% is about no effect
#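 In this primary screen, compounds producing a positive calcium signal within 180 s of addition to tetracycline-induced, force-coupled HEK293 Trex D2 cells are flagged; cells are dye-loaded with a no-wash calcium kit beforehand.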
# Pin1 inhibitor: human Pin1 inhibition. Q13526. Potency, µM (doses to about 115 µM), for the others: at the highest dose activity, negative = inhibition, usual class: inhibitors. Pin1 FP peptide displacement, HiFluor488, 10 min. actives 0.009% (n = 390,000). AID 504891; active = well fitted inhibition curve with a large enough effect in the polarisation, with a control signal flat, not every such curve was filed as active; inconclusive = small, poorly fitted or top-dose-only effect, or effect the other way, or a change in a side signal; inactive = no such curve, though single readings can be large or run the other way; the % refers to the polarisation; note: potency is the fitted concentration of half-maximal effect; % is set by controls: 0 for no effect and ±100 for the full control effect
# Target sequence (Q13526 whole entry, looked up): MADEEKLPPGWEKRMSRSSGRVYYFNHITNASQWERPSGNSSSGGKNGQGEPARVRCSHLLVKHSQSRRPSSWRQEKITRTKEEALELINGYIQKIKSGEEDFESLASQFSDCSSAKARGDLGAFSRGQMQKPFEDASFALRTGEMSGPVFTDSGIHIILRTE
# mIDH1 inhibitor: inhibitors of human mutant IDH1 R132H; IDH1-R132H enzyme, NADPH consumption, diaphorase/resazurin fluorescence; actives 0.093% (n = 390,000); Potency, µM (doses to about 76.6 µM), for the others: at the highest dose activity change, negative = inhibition, usual class: inhibitors; O75874; note: potency is the fitted concentration of half-maximal effect; % is set by controls: 0 for no effect and ±100 for the full control effect; nearly all actives have a fitted effect of over 65% in size
#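 IDH1-R132H (0.5 ug/mL) preincubated 30 min with compound, then NADPH (0.016 mM) and alpha-KG (2 mM) added; 80 min at RT, pH 7.5. Remaining NADPH coupled via diaphorase/resazurin to fluorescence (540/590 nm); concentration-response curves normalized to no-enzyme control.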
# D2 antag: antagonizes the human D2 dopamine receptor | inhibition, % at 10 µM | HEK293 TREx D2 cells, calcium flux, dopamine EC80 | P14416 | actives 2% (n = 340,000) | AID 485344; in the data active = inhibition above about 30%; note: 0% is about no effect
#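 Dopamine at EC80 is the agonist stimulus; test compounds precede it by 180 s. Calcium flux read kinetically in a force-coupled, inducible HEK293 T-REx D2 cell line.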
# USP1-UAF1 inh: blocks the human USP1/UAF1 deubiquitinase complex; Potency, µM (titrated, usually from 57.1 µM), without a hit: top-dose activity change, negative = inhibition, most hits filed as inhibitors; O94782; actives 0.23% (n = 390,000); AID 743255; recombinant USP1/UAF1, Ub-Rhodamine cleavage fluorescence; note: potency is the fitted concentration of half-maximal effect; % is set by controls: 0 for no effect and ±100 for the full control effect; nearly all actives have a fitted effect of over 60% in size; inactives centre near -12
#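 1 nM enzyme complex + cpd, 15 min RT; start with Ub-Rho 150nM final; kinetic fluorescence ex 480/em 540, 6 reads q60 s. Buffer 50mM HEPES pH 7.8, 0.5mM EDTA, 0.1 mg/ml BSA, 1mM TCEP, 0.01% Tween-20.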
# Starred values were filed as active, the others as inactive; ? = inconclusive; · = no result given; & = joins results of further samples; [ ] = another dose, or the depositor's remark. Unless noted, calls come from the whole dose curve; as a rule, active = well fitted inhibition curve with a large enough effect; inconclusive = small, poorly fitted or top-dose-only effect; inactive = no such curve, though single readings can be large or run the other way. A portion of the library (hit frequency here may not be typical).
# Each structure is followed by: TrxR1 inh, TrxR1 substrate, TRHR agonist, TRHR PAM, D2 ag, Pin1 inhibitor, mIDH1 inhibitor, D2 antag, USP1-UAF1 inh
COc1ccc(Nc2c(-c3ccc(Cl)cc3)nc3cnccn23)cc1OC
    -7%, -9%, 0.6, 6, 0.3, 4%, -5%, ·, -15%
NNC(=S)Nc1ccc(C(F)(F)F)cc1Cl
    1%, -1%, 0.0, -1, -0.2, 4%, -2%, 7, -23%
O=C(Cc1cccs1)N1CCN(c2nc(-c3ccc(Cl)cc3)cs2)CC1
    6%, 1%, 0.0, 4, -0.1, 17%, 3%, 6, -25%
C=CCN(CC=C)C(=O)Nc1cc(Cl)ccc1OC
    4%, -5%, -0.5, -5, -0.2, -8%, 5%, 12, -8%
O=C(/C=C/Nc1ccc([N+](=O)[O-])cc1)c1ccc(Br)cc1
    -5%, -7%, 0.0, 5, 0.0, ?, 2%, 4, -19%
O=C(CN(c1ccccn1)S(=O)(=O)c1ccc(F)cc1)Nc1ccccc1
    9%, 9%, 0.0, -8, 0.0, -1%, 0%, -16, -13%
COc1ccc(CNC(=O)CN(c2cc(C)cc(C)c2)S(=O)(=O)c2c(C)[nH]c(=O)[nH]c2=O)cc1
    13%&21%, -3%&8%, 0.1&0.3, -3&10, -1.3, -12%&-3%, -17%&10%, ·, -7%&-20%
CCOc1ccc2nc(S(N)(=O)=O)sc2c1
    9%, 4%, -0.7, -5, -0.9, 0%, 1%, -21, -25%
Cc1ccn(-c2cccc(-n3ccc(C)n3)n2)n1
    19%, 3%, -0.4, -2, -0.6, -2%, 4%, -2, -5%
COc1ccccc1-n1c(SCC(=O)O)nc2c(sc(=S)n2-c2ccccc2C)c1=O
    7%, -6%, 0.2, 8, 0.6, 2%, 7%, -12, -13%
O=C(Nc1nc(-c2cccs2)cs1)c1cc2ccccc2oc1=O
    ·, ·, -0.2, -2, 0.4, ·, ·, 19, ·
CC(=O)Nc1ccccc1P(=O)(c1ccccc1)c1ccccc1OC(C)=O (configuration not stated)
    8%, 11%[57.1 µM], 0.5, -1, -1.5, -2%, -1%, -6, 0%
CCc1ccc(/C=C(\C)C(=O)c2c(C)cc(C)[nH]c2=O)cc1
    21%, -8%, -0.9, 1, ·, 0%, 3%, ·, -17%
NS(=O)(=O)c1cccc(NC(=O)c2cccc(-c3ccc(O)cc3)c2)c1
    12%, -4%, -0.2, 1, -1.1, 2%, -4%, 6, -6%
O=C(Nc1ccccc1F)NC1CCCCCCC1
    29%, -2%, -0.5, -3, -0.9, -5%, 13%, -15, -9%
Cc1ccc(C)c(COC(=O)CCN=C2NS(=O)(=O)c3ccccc32)c1
    7%, 0%, -0.4, 2, 0.0, 3%, 0%, 16, -18%
Clc1ccc(/C=N/NC2=Nc3cccc4cccc2c34)cc1
    -5%, -10%, 0.2, -3, 0.1, ?, 13%, 2, -13%
COc1ccc(OC)c2sc(N(Cc3cccnc3)C(C)=O)nc12
    16%[57.1 µM], 7%[57.1 µM], -0.3, 1, 0.6, -3%, 10%, ·, -11%
O=C(C1CCN(C2CCN(Cc3ccsc3)CC2)CC1)N1CCOCC1
    -17%, -7%, 0.0, -3, 0.6, -13%, 5%, -9, -14%
CC(Nc1nc(-c2ccncc2)nc2ccccc12)c1ccccc1 (configuration not stated)
    12%, -3%, -0.1, -3, -0.7, -1%, -13%, 14, -13%
Cn1c(CN2CCN(C(=O)c3ccco3)CC2)nc2cc([N+](=O)[O-])ccc21
    ?, -6%, -0.5, -1, 0.7, 3%, 10%, -9, -15%
CCc1c(C)nc2ncnn2c1Nc1ccc(C#N)c(Cl)c1
    11%, 4%, -1.4, 0, 0.3, -1%, 14%, -14, -10%
COc1ccc(NC(=O)CN(C)S(=O)(=O)c2ccc(C(=O)N3CCOCC3)s2)cc1
    1%[57.1 µM], -9%[57.1 µM], 0.3, -1, 0.7, 0%, 5%, ·, -3%
Cc1cccc(/N=C/c2c(O)n(Cc3ccc4c(c3)OCO4)c(=O)c3ccccc23)n1
    9%[57.1 µM], 5%[57.1 µM], 0.0, -3, -0.2, -9%, 2%, 9, -20%
Cc1cc(C)nc(SCc2nnc(SCC(=O)Nc3cc(C(F)(F)F)ccc3Cl)o2)n1
    14%, 4%, 0.6, -7, ·, -2%, 8%, ·, -5%
Cc1cc(C)nc(SCC(=O)Nc2ncc(C(F)(F)F)cc2Cl)n1
    0%[57.1 µM], 7%[57.1 µM], -0.6, -7, -0.1, -7%, -2%, -14, -14%
CCn1nnc(-c2ccccc2NC(=O)c2ccc(-n3cnnn3)cc2)n1
    33%, 27%, 3.2, -1, 1.0, -7%, 1%, -3, -13%
CCCCNC(=O)c1ccc(CS(=O)(=O)c2ccccc2OC)o1
    -16%, 4%, -0.5, 1, 0.2, -1%, 4%, -10, -17%
CC(C)=CC/C=C1\CCC(C(=O)O)C(C(=O)O)C1 (configuration not stated)
    26%, 0%[57.1 µM], 0.6, -8, -1.2, ?, -2%, 17, -3%
Cc1nc2ccn(Cc3cccnc3)c(=O)c2cc1C(=O)Nc1ccc(OC(F)(F)F)cc1
    16%[57.1 µM], 3%[57.1 µM], 0.0, 2, 0.0, -1%, -13%, ·, -8%
O=C(N/N=C\C=C\c1ccco1)c1cc(-c2ccc3ccccc3c2)n[nH]1
    ?, 1%, 0.0, -2, -0.9, ?, -5%, -1, -27%
Cc1nn(CCC(=O)NNC(=S)Nc2ccc(F)cc2)c(C)c1Br
    16%, 2%, -0.8, -4, 0.0, -3%, 1%, -9, -11%
COC(=O)c1nnn(-c2ccccc2)c1N
    8%[57.1 µM], 20%[57.1 µM], -0.1, 5, -1.3, 4%, 3%, 3, -13%
COc1cn(CC(=O)Nc2ccc(F)cc2)c(CN2CCCCC2)cc1=O
    -13%[57.1 µM], -11%[57.1 µM], 0.2, 15, 0.2, 0%, -4%, ·, -5%
CCOC(=O)CNc1c(-c2ccc(Cl)cc2)nc2cnccn12
    -11%, 155%[activator], -0.3, -5, 0.3, -1%, 3%, 3, -1%
Cc1ccc(-c2ccnc3nc(Sc4ncc(C(F)(F)F)cc4Cl)nn23)cc1
    36%[activator], 81%[activator], -0.7, 14, -0.4, 11%, 1%, -33, -16%
O=C(c1cccc(C(F)(F)F)c1)C1CCCN(C(=O)C2CCOCC2)C1 (configuration not stated)
    10%, 2%, -0.1, -5, 0.7, 3%, 3%, -15, -5%
Nn1c(SCC(=O)NCC2CCCO2)nnc1-c1ccco1 (configuration not stated)
    8%, 4%, ·, ·, ·, 2%, -1%, ·, -20%
O=C(CSc1nnc(CNC(=O)c2ccccc2)o1)NCc1ccco1
    21%, 1%, -0.3, 5, -0.3, 0%, 0%, 12, -10%
CCOC(=O)c1sc2nc(-c3ccco3)c3c(c2c1N)CC(C)(C)OC3
    7.9µM*, -6%, 0.2, 23, -0.1, 29%, 8%, -5, -16%
C(=N\Nc1nc(N2CCCC2)nc(N2CCCC2)n1)/c1ccccc1OCc1ccccc1
    16%[57.1 µM], -3%[57.1 µM], -0.2, -8, -1.3, 3%, 6%, 0, -23%
CC(Cc1ccsc1)NC(=O)CCc1nnc(COc2ccccc2)o1 (configuration not stated)
    15%, 8%, -1.9, 1, ·, -6%, 6%, ·, -22%
COc1cc(Cl)c(NS(=O)(=O)c2ccc(-c3ccc(=O)[nH]n3)o2)c(OC)c1
    9%, -1%, 0.7, 10, 0.3, -3%, -7%, 7, -14%
CCn1c2ccccc2c2cc(NC(=O)c3ccccc3-c3ccccc3C(=O)O)ccc21
    12%[2.29 µM], 7%[2.29 µM], -1.5, 7, -2.2, -12%, -12%, 10, ?
CC1CCN(C(=O)c2ccc(COc3ccccc3Cl)o2)CC1
    -26%, 0%, -0.5, 12, -0.1, -2%, 3%, -5, -13%
Cc1ccc(NC(=O)Cn2ncn3c(cc4ccccc43)c2=O)cc1F
    0%&4%, -4%&6%, 0.4&0.6, -3&1, 0.0, 9%&10%, 0%&-13%, -1, -10%&-19%
NC(=O)NC(=O)COC(=O)c1ccc(OC(F)F)cc1
    21%, 1%, -0.5, -1, -0.4, 0%, -4%, -8, -20%
CCOC(=O)[C@H]1[C@H]2COc3ccc(Cl)cc3[C@@H]2N2C(=O)c3cc(Cl)ccc3NC(=O)[C@@]12C
    8%[57.1 µM], 6%[57.1 µM], 0.1, 9, 1.4, ?, -7%, -9, 21%
CCC(c1nnc(SCC(=O)Nc2cccc(S(N)(=O)=O)c2)n1-c1ccc(OC)cc1)N(C)C (configuration not stated)
    6%[57.1 µM], 2%[57.1 µM], 0.4, -1, -0.7, 0%, 0%, -11, -22%
COc1cccc2cc(/C(=N/O)c3ccccc3)oc12
    16%, -9%, -0.8, 4, ·, -11%, -5%, ·, 0%
COc1ccc(OC)c(NC(=O)c2cc(-c3c(C)cc(C)cc3O)n[nH]2)c1
    30%, 24%, -0.9, 5, 0.5, 2%, -1%, -34, -22%
CC1C=CC(C)C(C(=O)O)C1C(=O)O (configuration not stated)
    12%, 2%, 0.9, -3, -0.3, ?, 3%, -11, 5%
Cc1nc(COC(=O)c2c(C)nn(-c3ccccc3)c2C)cs1
    12%, 2%, -0.2, -2, -0.7, -3%, 6%, 1, -13%
COc1ccc(Oc2cc(C(F)(F)F)cnc2C(N)=O)cc1
    7%, 7%[57.1 µM], 0.1, -2, -0.2, -1%, -3%, -5, 1%
C=CCC1=C/C(=C\c2c(N)n3nc(CC(=O)N4CCCC4)sc3nc2=O)C=C(OC)C1=O
    34%, 1%, 187*, 7, 40*, 5%, 5%, 2, -10%
Cc1nc(SCC(=O)Nc2ccc(S(=O)(=O)N3CCOCC3)cc2)c2c(C)c(C)sc2n1
    -11%, -5%, ·, ·, ·, 34%[activator], 5%, ·, -3%
Cc1cccc(-c2nc(CS(=O)CC(=O)NCC3CCCO3)c(C)o2)c1 (configuration not stated)
    ?, 10%[57.1 µM], -0.1, -6, -0.8, -2%, 2%, 0, -22%

# Assay outcomes as filed in PubChem BioAssay.
